Screening results: PubChem BioAssay, several laboratories
TROY signal inh: inhibitors of TROY-driven NF-kB signaling, primary screen, Q293 LMP1-TROYcd cells, NF-kB luciferase, uHTS; inhibition, % at 10 µM; 0.98% of 360,000 active; Q293 LMP1-TROYcd NF-kB luciferase reporter, 4 h;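 active means compounds whose plate-normalised and pattern-corrected inhibition of the luciferase reporter signal at the single screening dose is 50% or more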
NCOA1 inh: SRC1 coactivator transcriptional activity inhibitors, primary screen, cell-based, luminescence | Nuclear receptor coactivator 1 (Homo sapiens), Q15788 | HEK293 GAL4-SRC1 luciferase reporter | inhibition, % at 3.6 µM | 0.12% of 360,000 active | AID 588354, 2011;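 active means inhibition above the campaign mean plus 3 SD, with each screening campaign given its own cutoff, cut at about 60% in these data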;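 further: 0% = DMSO treated cells and 100% = gossypol at 36 µM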
Target sequence (Q15788 whole entry, looked up, the tested form may be a part): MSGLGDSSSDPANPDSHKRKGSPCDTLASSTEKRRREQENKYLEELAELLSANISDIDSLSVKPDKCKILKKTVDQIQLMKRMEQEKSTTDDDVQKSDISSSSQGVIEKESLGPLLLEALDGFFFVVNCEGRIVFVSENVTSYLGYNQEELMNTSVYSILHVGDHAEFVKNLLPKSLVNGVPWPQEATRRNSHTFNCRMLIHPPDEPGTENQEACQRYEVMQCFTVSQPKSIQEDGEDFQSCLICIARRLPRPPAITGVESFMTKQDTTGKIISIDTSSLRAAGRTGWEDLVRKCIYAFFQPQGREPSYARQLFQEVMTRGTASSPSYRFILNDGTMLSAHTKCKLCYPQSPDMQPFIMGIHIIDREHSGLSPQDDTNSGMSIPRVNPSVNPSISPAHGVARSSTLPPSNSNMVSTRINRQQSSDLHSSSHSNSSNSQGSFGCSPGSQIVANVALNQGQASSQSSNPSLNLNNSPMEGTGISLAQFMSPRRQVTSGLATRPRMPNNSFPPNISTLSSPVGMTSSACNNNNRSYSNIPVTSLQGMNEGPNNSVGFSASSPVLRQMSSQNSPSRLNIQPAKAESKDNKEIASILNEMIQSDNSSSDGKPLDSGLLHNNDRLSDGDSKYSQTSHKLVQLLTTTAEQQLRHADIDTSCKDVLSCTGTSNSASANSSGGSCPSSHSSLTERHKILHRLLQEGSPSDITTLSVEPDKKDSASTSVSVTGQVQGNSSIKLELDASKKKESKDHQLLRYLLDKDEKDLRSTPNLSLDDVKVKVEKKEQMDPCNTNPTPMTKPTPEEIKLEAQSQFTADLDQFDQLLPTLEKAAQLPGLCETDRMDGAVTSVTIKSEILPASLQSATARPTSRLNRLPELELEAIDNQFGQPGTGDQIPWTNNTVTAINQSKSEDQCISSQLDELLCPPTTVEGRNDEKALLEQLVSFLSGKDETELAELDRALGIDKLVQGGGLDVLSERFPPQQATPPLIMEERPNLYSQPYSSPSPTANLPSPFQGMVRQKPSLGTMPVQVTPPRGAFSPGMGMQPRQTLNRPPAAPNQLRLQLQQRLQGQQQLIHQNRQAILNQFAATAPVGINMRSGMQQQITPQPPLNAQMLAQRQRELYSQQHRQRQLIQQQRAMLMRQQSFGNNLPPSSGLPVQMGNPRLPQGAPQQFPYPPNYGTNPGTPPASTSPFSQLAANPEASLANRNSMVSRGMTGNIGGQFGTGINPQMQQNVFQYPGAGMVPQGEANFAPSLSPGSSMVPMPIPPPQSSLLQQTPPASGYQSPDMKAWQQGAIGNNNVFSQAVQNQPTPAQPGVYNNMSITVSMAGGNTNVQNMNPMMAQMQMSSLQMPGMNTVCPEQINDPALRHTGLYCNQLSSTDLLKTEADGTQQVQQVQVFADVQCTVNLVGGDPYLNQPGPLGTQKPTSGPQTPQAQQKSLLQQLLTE
COUP-TFII inh: NR2F2 transcriptional activity inhibitors, primary screen, cell-based, luciferase reporter, HEK293T, luminescence. COUP transcription factor 2 (Homo sapiens), P24468. HEK293T NGFI-A luciferase reporter. inhibition, % at 8.6 µM. AID 686940, 2013. 0.7% of 370,000 active;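 active means inhibition above a per-plate cutoff, mean inhibition of test wells between control levels plus 3 SD, cut at about 38% in these data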;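 further: cells cotransfected with COUP-TFII expression vector driving the NGFI-A reporter; 0% = median of COUP-TF2 test wells and 100% = reporter-only cells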
LMP1 NFkB inh: EBV LMP1-driven NF-kappaB luciferase reporter inhibitors, primary screen, cell-based, luminescence, single point | LMP1-induced NF-kappaB luciferase reporter cells | inhibition, % at 12.5 µM | 0.69% of 350,000 active | AID 504558, 2011; in the data active means inhibition above about 41%;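 further: 0% = neutral control wells and 100% = reference inhibitor control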
C8 TRAIL sens: viability loss with TRAIL in NB7+C8 cells, primary screen, TRAIL sensitizer project, cell-based, ATPlite luminescence. AID 624354, 2012. 1% of 360,000 active. inhibition (viability loss, TRAIL sensitization), % at 10 µM;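 active means compounds causing at least 50% loss of cell viability in the single-dose screen, relative to plate controls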
TLR9-MyD88 block: inhibitors of TLR9-MyD88 association in cells, primary screen, cell-based, CHO, BLA complementation, fluorescence; Toll-like receptor 9 (Homo sapiens) + Myeloid differentiation primary response protein …; inhibition, % at 4.98 µM; CCF4 FRET ratio; 0.21% of 340,000 active;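 active means inhibition above the mean over all tested compounds plus 3 SD, cut at about 21% in these data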;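 further: 0% = DMSO only wells and 100% = clavulanate BLA inhibitor control wells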
SRC2 inh: inhibition of GAL4-SRC2 driven luciferase reporter, primary screen, SRC2 inhibitor project, cell-based, luminescence; HEK293 GAL4-SRC2 luciferase reporter; inhibition, % at 9 µM; 0.17% of 370,000 active; AID 651957, 2012;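 active means inhibition above the mean inhibition of all tested compounds plus 3 SD, set per campaign, cut at about 52% in these data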;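 further: 0% = DMSO treated cells and 100% = cells given Gossypol at 36 µM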
NOD2 RIPK2 PPI: NOD2-RIPK2 binding disruptors in cells, primary screen, fluorescence, CHO cells, BLA complementation; Receptor-interacting serine/threonine-protein kinase 2 (Homo sapiens), O43353; CCF4 ratio; inhibition, % at 4.98 µM; 0.38% of 360,000 active; AID 624267, 2012; in the data active means inhibition above about 21%;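 further: 0% = vehicle only and 100% = reference blocker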
TWEAK Fn14 block: inhibitors of TWEAK-Fn14 signaling, primary screen, luciferase reporter cells, uHTS | TWEAK-stimulated Fn14 reporter cells, luciferase luminescence, 8 h | inhibition, % at 10 µM | AID 1159606, 2016 | 2% of 360,000 active; in the data active means inhibition above about 50%
LRH-1 inv ag: LRH-1 (NR5A2) inverse agonists, primary screen, cell-based, luminescence, HEK293T, StAR-luciferase reporter; LRH-1 transfected, 24 h; inhibition, % at 3.6 µM; 0.13% of 360,000 active; AID 602396, 2012;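 active means inhibition above the mean inhibition of all tested compounds plus 3 SD, cut at about 73% in these data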;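 further: 0% = DMSO wells and 100% = reporter-only cells lacking LRH-1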
NCOA3 inh: SRC3 coactivator transcriptional activity inhibitors, primary screen, cell-based, luminescence. 0.17% of 360,000 active. Nuclear receptor coactivator 3 (Homo sapiens), Q9Y6Q9. inhibition, % at 3.6 µM. AID 588352, 2011. HEK293 GAL4-SRC3 luciferase reporter;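 active means inhibition above a per-campaign cutoff, the mean of all compounds plus 3 SD, cut at about 60% in these data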;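 further: 0% = DMSO-treated cells and 100% = gossypol-treated cells at 36 µM; higher means less SRC3-driven luciferase light from the GAL4 reporter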
Numbers without * were called inactive; . = no result given.

SMILES	TROY signal inh	NCOA1 inh	COUP-TFII inh	LMP1 NFkB inh	C8 TRAIL sens	TLR9-MyD88 block	SRC2 inh	NOD2 RIPK2 PPI	TWEAK Fn14 block	LRH-1 inv ag	NCOA3 inh
CC1(C)SC(=S)N(/N=C/c2ccc(O)cc2)C1N(O)C(=O)Nc1ccc([N+](=O)[O-])cc1 (configuration not stated)	-9	-6	-4	6	-22	9	-11	3	27	-7	-4
COc1cc(C(=O)Nc2ccc(C(N)=O)cc2)c([N+](=O)[O-])cc1OC	-5	6	-2	3	-5	-1	-22	-13	-8	-17	11
COc1cccc(NC(=O)c2cccc(C(=O)Nc3cccc(OC)c3)c2)c1	-9	-23	-37	22	7	3	-37	-7	-24	-11	-40
O=C(COc1ccc2c(c1)OCO2)Nc1ccc(Cl)cn1	-48	-51	-64	-22	9	-4	-46	1	-16	-89	-69
Cc1c(C(=O)N2CCOCC2)[nH]c2c1C(=O)CC(c1ccc(Cl)cc1)C2 (configuration not stated)	2	-4	6	5	15	-4	4	8	1	-4	9
O=C(CNC(=O)c1cccs1)OCC(=O)c1ccc(Br)cc1	14	2	-9	0	-1	4	1	-6	15	1	0
NCCCCCc1nnc(SCC(=O)Nc2cccc(Cl)c2)o1	-6	-12	-5	4	-11	4	-7	4	-8	-7	3
Cc1cccc(N2CCN(C(C)C(=O)N3CCc4ccccc43)CC2)c1C (configuration not stated)	-6	-19	6	-1	5	-3	-13	-6	4	4	0
Cc1nc2ccc(NC(=O)c3ccco3)cc2s1	-57	-40	-20	-9	6	-112	-78	-4	-14	-99	-31
CC1CCCC(C)N1C(=O)COC(=O)c1cc(Br)ccc1Cl (configuration not stated)	-9	-32	-24	3	4	-8	9	3	-7	-8	11
CCc1ccc(N(C(=O)c2csnn2)C(C(=O)NC2CCCC2)c2cccnc2)cc1 (configuration not stated)	-13	-14	0	-1	-3	-12	15	7	-7	4	-10
O=C1c2ccccc2C(c2nc3ccccc3[nH]2)N1Cc1ccco1 (configuration not stated)	24	-7	2	.	-14	.	-3	-7	-10	-7	12
Cc1ccc(SC/C(O)=C(\C#N)c2nc3ccccc3s2)cc1	28	4	-3	4	-10	-4	0	1	-12	-15	-11
Cc1c(C)n(CCC#N)c2ccc(Cl)cc12	-2	-7	9	-8	-1	-6	-9	4	9	-8	-5
CCCNC(=O)c1cc(C2CCCCN2C(=O)c2cc(OC)c(C)c(OC)c2)on1 (configuration not stated)	5	-2	6	.	-13	.	24	-2	-3	0	10
COc1cc(NC(=O)c2ccc(Cl)cc2)c2ncccc2c1	-7	-6	13	-6	10	-2	8	7	-30	8	7
O=C(CCn1nc(-c2ccccc2)ccc1=O)N1CCCC1	-3	1	-3	-8	9	-2	-20	-4	7	-10	-13
CCN(CC)C(=O)CSc1nnc(-c2cccs2)n1Cc1ccco1	4	-36	5	-1	3	5	-24	0	17	-3	6
O=c1oc2cc(O)ccc2c2c1CCCC2	-7	2	-1	10	4	0	6	-3	-7	-5	18
CC(=O)N/C(=N\c1nc(C)cc(C)n1)Nc1ccccc1Cl	-5	-15	13	-3	-11	-3	12	1	-14	8	7
CCC(C)(C(=O)NC1CCCCC1)N(CC1CCCO1)C(=O)CNC(=O)c1ccccc1 (configuration not stated)	-8	0	1	-13	-5	3	-7	-2	14	3	9
COc1cccc(N2CCN(Cc3nnnn3C3CCCCC3)CC2)c1	-4	-9	2	1	-3	-9	-15	-5	-12	-12	2
Cc1cc(N2CCOCC2)nc2cc(O)ccc12	-55	-35	-57	-1	-5	1	-28	4	-18	-20	-63
COc1ccc(NS(=O)(=O)c2ccc3c(c2)NC(=O)CCS3)cc1Cl	8	-5	-4	5	8	-7	12	-2	8	12	11
COc1cccc(-c2nn(-c3ccccc3)cc2/C=C\C(=O)c2cccs2)c1	-33	-1	4	-15	-15	-8	12	6	-17	-10	-6

A different layout for part of the listing above.
Compound: COc1ccc(NS(=O)(=O)c2ccc3c(c2)NC(=O)CCS3)cc1Cl
  TROY signal inh: 8; NCOA1 inh: -5; COUP-TFII inh: -4; LMP1 NFkB inh: 5; C8 TRAIL sens: 8; TLR9-MyD88 block: -7; SRC2 inh: 12; NOD2 RIPK2 PPI: -2; TWEAK Fn14 block: 8; LRH-1 inv ag: 12; NCOA3 inh: 11

Compound: COc1cccc(-c2nn(-c3ccccc3)cc2/C=C\C(=O)c2cccs2)c1
  TROY signal inh: -33; NCOA1 inh: -1; COUP-TFII inh: 4; LMP1 NFkB inh: -15; C8 TRAIL sens: -15; TLR9-MyD88 block: -8; SRC2 inh: 12; NOD2 RIPK2 PPI: 6; TWEAK Fn14 block: -17; LRH-1 inv ag: -10; NCOA3 inh: -6

The main list resumes, starting two compounds before the break.
SMILES	TROY signal inh	NCOA1 inh	COUP-TFII inh	LMP1 NFkB inh	C8 TRAIL sens	TLR9-MyD88 block	SRC2 inh	NOD2 RIPK2 PPI	TWEAK Fn14 block	LRH-1 inv ag	NCOA3 inh
COc1ccc(NS(=O)(=O)c2ccc3c(c2)NC(=O)CCS3)cc1Cl	8	-5	-4	5	8	-7	12	-2	8	12	11
COc1cccc(-c2nn(-c3ccccc3)cc2/C=C\C(=O)c2cccs2)c1	-33	-1	4	-15	-15	-8	12	6	-17	-10	-6
CCCCNC(=O)C1CCCN1S(=O)(=O)c1cccc2nsnc12 (configuration not stated)	-10	7	5	-9	-3	10	3	-7	2	6	-1
COc1cc2ncnc(NCc3cccs3)c2cc1OC	-22	13	15	-2	0	3	1	1	-45	-1	-14
Cc1c(C)c2ccc(OCC(=O)Nc3ccccn3)c(C)c2oc1=O	82*	74*	78*	-6	93*	19	69*	9	103*	76*	81*
O=C(O)C1CCN(C(=O)Cc2ccccc2)CC1	-11	-1	-5	-4	-3	13	16	-8	4	1	0
CC(NC(=O)c1ccc(=O)oc1)c1ccccc1 (configuration not stated)	.	7	-5	-11	2	7	-11	4	0	5	-2
Cc1ccc(C)c(N2CCN(C(=O)Cc3cn(C)c4ccccc34)CC2)c1	-2	6	11	-31	0	-13	16	0	-8	13	-10
Cc1cccc(C(=O)NCC2CCN(C(=O)c3cccc(C)c3)CC2)c1	-5	-9	12	13	1	1	-14	0	-5	-12	15
COc1cc(/C=C(\C#N)c2nc3c(s2)CC(C)CC3)ccc1O (configuration not stated)	-25	-115	-42	0	24	22*	-79	23*	-44	-113	-104
Cc1ccc(Oc2ccc(NC(=O)CSc3n[nH]c(N)n3)cc2)cc1	21	5	14	-4	0	3	-10	-12	1	6	8
CCC(C)(C)n1nnnc1CN(Cc1cccs1)Cc1cc2cc(OC)ccc2[nH]c1=O	-37	9	3	5	8	3	0	-5	14	4	-1
N#Cc1cc([N+](=O)[O-])ccc1NC(=O)COC(=O)c1cnccn1	-14	-14	-9	-3	0	-4	-23	-9	31	15	3
O=C(Nc1ccc2c(c1)OCO2)c1csc([C@@H]2O[C@H](CO)[C@H](O)[C@H](O)[C@H]2O)n1	-12	-6	12	.	-1	.	-15	0	-3	-10	-2
Cc1ccc(C(=O)N2CCN(c3ccc(C(F)(F)F)cn3)CC2)c(C)c1	18	8	-3	19	2	6	-12	4	13	22	18
COc1cc(/C=N/N=C2/NC(=O)C(CC(=O)O)S2)ccc1OCc1ccc(Cl)cc1 (configuration not stated)	-74	-53	-43	-18	1	8	-63	-8	-38	-88	-68
Cc1ccccc1CC(=O)N1CCC(CCC(=O)NC2CC2)CC1	-2	4	-12	-3	-12	-6	-27	5	-10	20	-7
O=C(COc1ccc(S(=O)(=O)N2CCCC2)cc1Cl)NC1CCCC1	4	-12	-1	-4	5	-7	-1	-1	11	10	0
COc1ccc(CCNC(=O)CCCCn2c(=O)[nH]c3ccccc3c2=O)cc1OC	3	1	-7	0	-1	-9	-1	4	-4	7	5
COCCCNC(=S)NCCNc1nc2cc(C)cc(C)c2cc1C#N	-33	-5	17	-10	-3	-3	-5	-3	-10	-3	19
CCN(CC)c1ncnc2c1ncn2[C@H]1CN(Cc2ccc3c(c2)OCO3)C[C@@H](CO)O1	14	9	4	.	-3	.	21	2	-32	0	-5

Structures above that bear a hit mark in NOD2 RIPK2 PPI:
compound	NCOA1 inh	COUP-TFII inh	LMP1 NFkB inh	TLR9-MyD88 block	SRC2 inh	NOD2 RIPK2 PPI	TWEAK Fn14 block	LRH-1 inv ag	NCOA3 inh
COc1cc(/C=C(\C#N)c2nc3c(s2)CC(C)CC3)ccc1O (configuration not stated)	-115	-42	0	22*	-79	23*	-44	-113	-104

4 consecutive compounds from above:
SMILES	TROY signal inh	NCOA1 inh	COUP-TFII inh	LMP1 NFkB inh	C8 TRAIL sens	TLR9-MyD88 block	SRC2 inh	NOD2 RIPK2 PPI	TWEAK Fn14 block	LRH-1 inv ag	NCOA3 inh
O=C(COc1ccc(S(=O)(=O)N2CCCC2)cc1Cl)NC1CCCC1	4	-12	-1	-4	5	-7	-1	-1	11	10	0
COc1ccc(CCNC(=O)CCCCn2c(=O)[nH]c3ccccc3c2=O)cc1OC	3	1	-7	0	-1	-9	-1	4	-4	7	5
COCCCNC(=S)NCCNc1nc2cc(C)cc(C)c2cc1C#N	-33	-5	17	-10	-3	-3	-5	-3	-10	-3	19
CCN(CC)c1ncnc2c1ncn2[C@H]1CN(Cc2ccc3c(c2)OCO3)C[C@@H](CO)O1	14	9	4	.	-3	.	21	2	-32	0	-5

The list is partial (hit frequency here may not be typical).
